Measles CPE: protection of cells from measles virus; Measles virus-infected cells, CPE protection, absorbance; protection (pct of control), % at 4 µM; 140,000 compounds, 1.5% hits; AID 841; in the data active means protection mostly above about 24%, no sharp cut-off; inactive means mostly below about 26%; further: some compounds called inactive have numbers as strong as hits
PTEN del growth: growth suppressors of cells with PTEN tumor suppressor deletion; HCT116 PTEN-null viability, CellTiter-Glo, 60 h; active compounds read low; viability, % at 10 µM; 140,000 compounds, 1.2% hits; AID 827;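 active means viability at or below a set limit, 4 SD under the median of all tested compounds, cut at about 3.7% in these data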;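 further: PTEN knockout HCT116 line with beta catenin targeted HCT116 as companion control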
E-sel TNF inh: blocks E-selectin expression induced by TNF alpha | HUVEC TNFa-induced E-selectin immunofluorescence, high content | inhibition, % at 2 µM | 120,000 compounds, 0.71% hits | AID 1246;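 active means inhibition above the batch mean plus 3 SD, and confirmed as a hit on visual image review, cut at about 43% in these data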;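 further: 0% = TNF-stimulated DMSO wells and 100% = unstimulated control wells; not every result past the cut was called active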
Yeast life ext: extends the lifespan of yeast; S. cerevisiae growth with nicotinamide, OD615; deaD strain in restrictive glucose medium; inhibition of the nicotinamide effect, % at 10 µM; 130,000 compounds, 0.68% hits;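 active means inhibition above a set limit, placed 3 SD over the median of all compounds, cut at about 26% in these data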;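 further: 0% = nicotinamide-treated wells and 100% = cells grown without nicotinamide; some compounds called inactive have numbers as strong as hits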
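assay system = DeaD-strain S. cerevisiae | measured by = absorbance at 615 nm | probe or stimulus = nicotinamide 1.5 mM | buffer or medium = CSMM-D glucose medium, restrictive | times = 48 h at 30 °C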
MRP1 act: MRP-1 activation; H69AR cells + doxorubicin, viability rescue, CellTiter-Glo; viability increase, % at 10 µM; 140,000 compounds, 0.61% hits; AID 799;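 active means viability gain under doxorubicin at or above a set limit, the compound median plus 3 SD, cut at about 4.7% in these data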;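 further: MRP-1 overexpressing cells given doxorubicin 25 µM after compound pretreatment; 18-22 h compound pretreatment then 72 h with doxorubicin before readout; 0% = doxorubicin-only wells and 100% = vehicle-treated cells without doxorubicin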
Phagocytosis inh: inhibitors of macrophage phagocytosis. J774A.1 macrophage IgG-bead phagocytosis, imaging. inhibition, % at 5 µM. 110,000 compounds, 0.07% hits. AID 1029;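 active means inhibition above the mean of the plate negative controls plus 5 SD, cut at about 13% in these data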;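 further: phagocytic index as fraction of beads internalized from green versus red external bead signal; plate controls were DMSO negative control for no effect and cytochalasin-D positive control for full effect; some results beyond the cut were filed as inactive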
BB579 growth dn: yeast BB579 growth reduction in restrictive medium. inhibition, % at 10 µM. S. cerevisiae BB579 growth, OD615, 48 h. 140,000 compounds, 0.51% hits;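 active means inhibition above a set limit, 3 SD over the mean compound inhibition, cut at about 44% in these data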; further: inactives centre near -24
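System: DeaD yeast strain BB579; buffer or medium: CSMM-D dextrose restrictive medium; technique: OD at 615 nm; schedule: 4 h cell preincubation, 48 h compound exposure, 30 °C humidified; doses: single 10 µM dose; controls: amphotericin B 10 µg/mL, positive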
GALR2 antag: blocks the human galanin receptor 2 | GALR2-expressing cells, antagonist mode | inhibition, % at 4 µM | 140,000 compounds, 0.39% hits | AID 828; in the data active means inhibition above about 27%;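 further: cells stimulated with galanin 1-16 at roughly its EC80; 0% = agonist challenge control and 100% = basal control without agonist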
Target sequence (O43603 whole entry, looked up): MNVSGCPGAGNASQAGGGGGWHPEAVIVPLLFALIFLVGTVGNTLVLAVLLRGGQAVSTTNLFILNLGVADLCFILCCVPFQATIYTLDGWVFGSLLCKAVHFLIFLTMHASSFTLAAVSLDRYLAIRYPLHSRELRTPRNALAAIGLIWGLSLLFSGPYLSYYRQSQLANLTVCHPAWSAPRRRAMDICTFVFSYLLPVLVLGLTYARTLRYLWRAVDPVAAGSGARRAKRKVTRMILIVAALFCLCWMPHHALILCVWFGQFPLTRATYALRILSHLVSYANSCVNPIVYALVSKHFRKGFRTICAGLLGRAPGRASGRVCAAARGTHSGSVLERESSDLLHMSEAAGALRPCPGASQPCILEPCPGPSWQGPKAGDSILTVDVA
NPY Y2 blocker: antagonists of human neuropeptide Y receptor Y2. inhibition, % at 2.7 µM. NPY-Y2 expressing cells, antagonist mode. 140,000 compounds, 0.99% hits. AID 793; in the data active means inhibition above about 17%;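 further: 0% = vehicle with agonist challenge and 100% = reference antagonist with challenge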
Target sequence (P49146 whole entry, looked up): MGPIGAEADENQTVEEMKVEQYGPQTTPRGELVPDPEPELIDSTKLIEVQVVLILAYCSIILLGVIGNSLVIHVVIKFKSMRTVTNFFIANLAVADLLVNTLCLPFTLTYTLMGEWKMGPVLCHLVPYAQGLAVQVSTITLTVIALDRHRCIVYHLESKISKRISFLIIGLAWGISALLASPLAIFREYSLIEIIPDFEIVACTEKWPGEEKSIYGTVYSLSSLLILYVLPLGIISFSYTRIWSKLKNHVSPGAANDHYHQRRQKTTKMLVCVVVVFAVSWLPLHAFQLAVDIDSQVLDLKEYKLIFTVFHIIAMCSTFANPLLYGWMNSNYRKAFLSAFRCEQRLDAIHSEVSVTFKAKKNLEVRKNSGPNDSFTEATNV
HCT116 bCat-KO: beta-catenin-lacking colon tumor cell growth suppression; viability, % at 10 µM; 140,000 compounds, 1.5% hits; HCT116 beta-catenin knockout viability, CellTiter-Glo, 60 h; active compounds read low;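 active means viability at or under a set limit, the compound median less 4 SD, cut at about 6% in these data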;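 further: 0% = Hyamine 1622 control at 20 µM and 100% = untreated cell control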
* hit, by the source's call; . = no result given. Hits appear at their usual frequency. Share with any hit: about 6.1%.

The line under a structure holds: Measles CPE	PTEN del growth	E-sel TNF inh	Yeast life ext	MRP1 act	Phagocytosis inh	BB579 growth dn	GALR2 antag	NPY Y2 blocker	HCT116 bCat-KO
1	CC(NC(=O)Nc1ncccn1)(C(F)(F)F)C(F)(F)F
  11	98	.	-7	0.5	5	-26	16	0	90
2	O=C1c2ccccc2C(=O)N1CCc1nc(-c2ccccn2)no1
  2	102	-74	-4	0.8	0	-21	5	1	97
3	O=C(O)CCCCCN=C1CCc2ccccc2N1
  27	88	-24	0	-1.0	-1	-17	-18	1	87
4	Cc1ccc(C2/C(=C(\O)c3ccc4c(c3)OCCO4)C(=O)C(=O)N2CCCN(C)C)o1 (centres undefined)
  10	98	.	-4	-2.7	0	3	-5	-1	95
5	O=c1[nH][nH]c(C(F)(F)F)c1C=Nc1ccc(Cl)cc1
  11	105	16	-18	-2.5	.	-15	2	1	91
6	CN(C)/C=C1\N=C(c2ccc3c(c2)OCO3)OC1=O
  10	89	6	.	-0.3	.	-1	2	4	97
7	Cc1ccc(NC(=O)CC2SC(=NC3CCCCC3)NC2=O)cc1 (centres undefined)
  10	97	-9	-7	2.9	-5	-26	4	-1	94
8	O=C1NC(Nc2nc3ccccc3s2)(C(F)(F)F)C(=O)N1C1CCCCC1 (centres undefined)
  .	32	4	16	-2.8	-1	-53	9	-3	37
9	Cc1ccc(CNC(=O)c2ccc(Cn3nc(C)c(Cl)c3C)o2)cc1
  27	78	.	-12	-1.5	3	99*	-11	6	72
10	C=CCn1c2ccccc2c2nnc(SCC(=O)NC(C(=O)OC)C(C)C)nc21 (centres undefined)
  8	93	28	17	-4.0	9	-32	-3	2	104
11	N=c1c2c3c(sc2ncn1N)CCCCC3
  7	77	0	-8	-0.1	0	-9	5	4	76
12	COc1ccccc1CNCc1cc(OC)c(OC)cc1OC
  7	100	-2	-10	-1.2	-2	-4	14	1	95
13	CCOc1ccc(C2N(c3cc(C)on3)C(=O)C3CCCN32)cc1OC (centres undefined)
  4	108	0	-15	-1.0	-4	-66	-9	3	98
14	CCNC(=O)N1C(=O)C2(OCCO2)c2ccccc21
  4	109	-3	-3	-0.2	-1	-83	-1	0	101
15	COc1ccc(NC(=O)c2sc(SCc3ccccc3)nc2N)cc1
  17	83	0	1	-1.4	0	-36	7	6	83
16	CC(C)CNC(=S)NC(=O)c1ccc([N+](=O)[O-])cc1
  2	102	-6	-2	-1.0	-2	-31	-1	1	97
17	CCN(CC)CCNS(=O)(=O)c1ccc(Cl)cc1
  8	77	.	-17	-0.8	-1	-44	3	2	73
18	CC(=O)Nc1ccc(S(=O)(=O)N2CCN(C(=O)N3CCOCC3)CC2)cc1
  2	103	24	-2	0.8	-1	-17	-1	2	111
19	CC(NC(=O)c1ccc(C(C)(C)C)cc1)C(=O)O (centres undefined)
  4	107	-10	-4	-0.6	0	-72	-7	3	106
20	Cc1cccc(NC(=O)c2ccc(-n3cccn3)c([N+](=O)[O-])c2)c1
  5	71	-36	-22	-0.7	4	-42	5	3	84
21	COc1ccc(NC(=O)c2ccco2)cc1NC(=O)c1cccs1
  12	111	-4	-13	-1.3	0	-56	11	2	99
22	COc1ccc2c(c1)C1NC(=S)N[C@@](C)(O2)C1C(=O)Nc1ccccc1 (some centres undefined)
  14	103	.	-5	-0.5	0	-13	-6	1	96
23	CC(C)(CO)N=C1NS(=O)(=O)c2cc([N+](=O)[O-])ccc21
  4	58	-10	6	-1.9	-5	-51	2	-1	65
24	CCn1c(Cc2ccc(OC)cc2)nnc1SCC(=O)NC1CCCCC1
  18	89	.	-20	-2.0	0	-46	-2	1	98
25	Cc1ccccc1NC(=S)NNC(=O)c1ccoc1C
  .	78	-9	-8	-0.2	-2	-56	-4	4	78
26	O=C(CSc1nc2ncccc2[nH]1)NCc1ccccc1
  32	106	32	-2	-0.3	0	-54	-19	4	95
27	COC(=O)C1=C(C(=O)OC)SC2(S1)C(C(=O)OC)=C(C(=O)OC)SC1=C2c2cc(C)ccc2NC1(C)C
  14	29	10	3	-5.0	1	-33	11	0	38
28	CC(=O)c1sc(NC(=O)c2ccc(Cn3cc(Br)cn3)o2)nc1C
  4	95	.	-3	1.3	-2	2	-2	-6	93
29	CCOC(=O)C1CCN(CC(=O)Nc2c(C(=O)OC)[nH]c3cccc(C)c23)CC1
  8	90	-10	-7	-1.5	0	-20	-9	2	91
30	Cc1ccccc1-c1noc(-c2ccc(Cl)cc2)n1
  27	77	14	-10	-3.1	.	-12	0	0	67
31	O=S(=O)(CCc1nc2ccccc2o1)c1ccc(Cl)c(Cl)c1
  4	104	.	-9	0.4	0	-27	8	12	91
32	CCOc1ccc(/C(O)=C2/C(=O)C(=O)N(CCOCCO)C2c2ccc(F)cc2)cc1 (centres undefined)
  7	110	.	-1	1.6	-4	-40	-7	4	96
33	Cc1nn(C(C)(C)C)c(N)c1-c1ccccc1
  9	94	.	-2	-1.4	2	12	4	1	104
34	CC(=O)c1c(N(C)C)ccnc1C(F)(F)F
  5	100	-19	-3	-0.9	-1	-22	-1	0	96
35	N#Cc1c(NC(=O)Cn2cnc3ccccc3c2=O)oc(-c2ccccc2)c1-c1ccccc1
  8	96	-13	-5	1.8	-2	-19	-5	6	99
36	CC(C)N1CCC(=NNC(=O)c2ccc(Br)o2)CC1
  23	116	-36	-6	-0.4	.	8	0	2	100
37	CN1C(=O)N(S(=O)(=O)c2ccc(F)c(F)c2F)C(=O)C1(C)C
  3	94	12	-6	-1.7	2	-21	11	-1	103
38	CCCCC(c1nnnn1Cc1ccco1)N1CCN(c2nc3ccccc3s2)CC1 (centres undefined)
  2	38	-10	7	-0.1	0	-13	3	8	45
39	COc1ccc(C(=O)Nc2nc3ccccc3[nH]2)cc1S(=O)(=O)N1CCCC1
  14	96	8	-7	-1.5	4	-39	-5	4	96
40	Cc1ccc(OCC(=O)N(C)CC(=O)Nc2ccc(F)cc2)c([N+](=O)[O-])n1
  5	96	0	5	-2.4	-3	-33	4	0	96
41	O=C(OCc1ccccc1)Oc1cncc(C(=O)O)c1
  3	102	10	-6	-0.4	-1	-4	16	1	96
42	Nc1nonc1/C(=N/O)N1CCN(CCO)CC1
  23	105	-20	-4	-0.1	-1	-48	3	2	99
43	CSc1nsc(SCCN2C(=O)c3ccccc3C2=O)n1
  5	96	-49	-3	-2.5	0	-22	-9	1	104
44	O=C(CCCCC(=O)NC1CCCC1)NC1CCCC1
  16	84	-4	0	-1.1	-3	7	-9	1	84
45	O=C(Nc1ccc(Cl)cc1)N1CCN(c2ccccc2)CC1
  4	80	27	.	1.3	.	-41	0	-1	96
46	CCC(Sc1nc(N)c(NC(=O)c2ccc(OC)c(OC)c2)c(=O)[nH]1)C(=O)OC (centres undefined)
  18	89	.	-13	-1.4	0	-19	1	2	94
47	CC(=O)Nc1ccc(S(=O)(=O)Nc2nc(-c3ccc(C(C)(C)C)cc3)cs2)cc1
  7	102	.	0	-0.1	-9	-14	-2	4	101
48	CN(C)c1ccc(NC(=O)c2cccc(N3C(=O)CCC3=O)c2)cc1
  10	96	4	-9	1.4	0	-48	11	-1	92
49	Cc1ccc(NC(=O)C(CC(C)C)NC(N)=O)cc1 (centres undefined)
  10	105	.	2	-0.7	-4	-2	4	0	90
50	COc1ccc(CN(C)CCc2ccccn2)cc1OC
  4	90	2	.	-0.5	.	22	1	1	88

Additional structures:
The line under a structure holds: Measles CPE	PTEN del growth	E-sel TNF inh	Yeast life ext	MRP1 act	Phagocytosis inh	BB579 growth dn	GALR2 antag	NPY Y2 blocker	HCT116 bCat-KO
51	O=C(NCc1ccc(OC(F)(F)F)cc1)C1CC(c2ccccc2[N+](=O)[O-])=NO1 (centres undefined)
  30	91	26	-14	-1.5	.	-58	-12	0	87
52	CN1CC(c2ccccc2Cl)C2(COc3ccccc3C2=O)C12C(=O)Nc1ccccc12 (centres undefined)
  10	64	12	4	-3.6	.	-44	5	-3	73
53	CC(C)(C)c1ccc2c(c1)N(CC(=O)O)C(=O)CO2
  12	103	3	-5	-3.4	-1	-22	13	-2	96
54	CC(C)Nc1nc(NC(C)(C)C)nc(Oc2ccc(=O)n(-c3ccccc3)n2)n1
  28	77	1	-10	-0.7	.	-27	-19	2	77
55	Cc1ccc2c(c1)N(CCC(=O)NC1CC1)C(=O)C(C)O2 (centres undefined)
  8	98	-6	-4	-0.7	.	-16	-5	0	95
56	CCC1Oc2ccc(C)cc2N(CC(=O)N2CCN(c3ccc(F)cc3)CC2)C1=O (centres undefined)
  28*	75	-2	-9	-3.2	0	-4	15	5	71
57	O=C1C=C(O)CC(c2ccc(Cl)cc2)C1 (centres undefined)
  4	85	-11	-5	1.7	3	-79	1	4	89
58	Cc1ccccc1NC(=O)Cn1nnc2c(cnn2-c2ccc(F)cc2)c1=O
  3	81	1	-15	-1.1	.	-9	4	24*	76
59	CCc1nc(N)c(C#N)c(-c2cccnc2)c1C
  10	95	-41	-24	-3.1	-1	-17	-2	0	96
60	Cc1ccc(C(C)C)c(OCC(=O)NN=C2CCCCCCC2)c1
  41	88	.	0	-1.2	-5	-48	4	12	92
61	CC(=O)N/C(=C/c1ccc2c(c1)OCO2)C(=O)NCCCO
  5	106	.	32	-0.1	0	-41	-8	1	99
